Bioassay records as filed in PubChem BioAssay.
Glioma ERSR ind: induces the endoplasmic reticulum stress response in human glioma cells | Potency, µM, without a hit: top-dose activation, hits mostly activators | AID 602332 | 420,000 compounds, 0.02% hits | U87-MG GRP78 promoter luciferase reporter, 16 h; note: potency is the fitted concentration of half-maximal effect; series mostly up to about 76 µM; % of control where 0% means no effect; nearly all actives have a fitted effect of over 35% in size
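ERSR induction read as luciferase luminescence (Bright-Glo, 10 min at room temperature) in stably transfected human U87-MG glioma cells exposed to compounds for 16 h, using GRP78 as sensor.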
Vif-A3G inh: inhibitors of Vif-APOBEC3G interaction. HeLa A3G-eYFP + Vif (tagged APOBEC3G with the HIV-1 protein that degrades it), YFP fluorescence, overnight. 410,000 compounds, 0.076% hits. Q9HC16. Potency, µM (highest dose often 46.1 µM), for the others: top-dose activity, negative = active, hits mostly inhibitors. AID 602310;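 note: potency is the fitted concentration of half-maximal effect; % is set by controls: 0 for no effect and ±100 for the full control effect; nearly all actives have a fitted effect of over 60% in size; hits raise eYFP signal because A3G escapes Vif-driven loss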
Target sequence (Q9HC16 whole entry, looked up): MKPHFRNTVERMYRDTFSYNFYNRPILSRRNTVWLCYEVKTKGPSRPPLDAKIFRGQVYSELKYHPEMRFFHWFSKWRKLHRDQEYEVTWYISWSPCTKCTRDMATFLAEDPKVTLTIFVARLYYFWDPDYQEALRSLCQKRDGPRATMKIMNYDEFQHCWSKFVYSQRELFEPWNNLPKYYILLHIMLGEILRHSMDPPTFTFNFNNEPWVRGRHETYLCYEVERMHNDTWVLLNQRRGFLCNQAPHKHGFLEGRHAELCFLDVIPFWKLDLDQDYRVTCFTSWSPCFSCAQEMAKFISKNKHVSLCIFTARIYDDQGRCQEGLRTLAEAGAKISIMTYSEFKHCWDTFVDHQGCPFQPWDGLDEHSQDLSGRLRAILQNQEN
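HeLa cells stably expressing Vif and C-terminally eYFP-tagged A3G, seeded overnight at 37 deg C, then exposed to compound by pintool overnight at 37 deg C. Rise in yellow fluorescence (Ex 488/Em 500-530, Acumen) marks blocked Vif-driven A3G degradation.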
D2 antagonist: D2 dopamine receptor (human) antagonism. P14416. HEK293 TREx D2 cells, calcium flux, dopamine EC80. inhibition, % at 10 µM. 340,000 compounds, 2% hits; in the data active = inhibition above about 30%; note: 0% is about no effect
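Inhibition of EC80 dopamine-driven calcium flux, recorded kinetically, defines activity here; cells are a tetracycline-induced HEK293 T-REx line expressing force-coupled D2.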
RGS4 inh: blocks human RGS4-accelerated GTP hydrolysis | P49798 | Transcreener GDP fluorescence polarization, RGS4-accelerated GTP hydrolysis | Potency, µM (titrated, usually from 114 µM), inactives show at the highest dose activity change, negative = inhibition, usual class: inhibitors | 390,000 compounds, 0.039% hits | AID 504845; note: potency is the fitted concentration of half-maximal effect; % is set by controls: 0 for no effect and ±100 for the full control effect; nearly all actives have a fitted effect of over 75% in size; some results filed as inactive show a strong effect at the top dose
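MLSMR compounds (23 nl, pin-transferred) preincubated 10 min at room temperature with a 500nM (2x) first reagent, then RGS4 at 900nM (2x) plus Transcreener GDP mix added; fluorescence polarization (620/688 nm) read before and after 90 min at 30 °C.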
Vif-A3F inh: Vif-A3F binding inhibition; Potency, µM (titrated, usually from 46.1 µM), without a hit: at the top dose activity, negative = active; HeLa A3F-eYFP + Vif (tagged APOBEC3F with the HIV-1 protein that degrades it), YFP fluorescence increase; 390,000 compounds, 0.2% hits; note: potency is the fitted concentration of half-maximal effect; % of control where 0% means no effect; nearly all actives have a fitted effect of over 65% in size
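HeLa cells stably expressing Vif plus C-terminally eYFP-tagged A3F were seeded, incubated overnight at 37 deg C, dosed with compound, incubated overnight again at 37 deg C. Yellow fluorescence (Ex 488/Em 500-530) reported blocked Vif-mediated A3F-eYFP degradation.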
D2 agonist: agonists of human D2 dopamine receptor | 340,000 compounds, 0.53% hits | P14416 | HEK293 T-REx D2 cells, calcium flux agonist mode | activation, % at 2 µM | AID 485358;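 active = activation over 3 SD above normal in the single-dose calcium agonist read, cut at about 30% in these data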; note: 0% is about no effect
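Calcium-flux readout, 1 cycle/sec over 180 s following compound pin transfer, in inducible HEK293 Trex D2 cells (force-coupled); dopamine controls included. Positive calcium responses during this window marked compounds as potential agonists.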
LDHA inh: blocks human lactate dehydrogenase A. P00338. purified LDHA, NADH/diaphorase-resazurin fluorescence; active compounds read low. activity change, % (values are at about 110 or 230 µM). 480,000 compounds, 0.15% hits; in the data active = activity change below about -30%; inconclusive = mostly about -25% to -30%;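 note: plate controls were DMSO wells for no effect and wells without enzyme for full effect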
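LDH5 2 nM; NADH 0.06 mM, pyruvate 0.2 mM; 200 mM Tris pH 7.4, EDTA, Tween-20; 5 min RT. Detection: diaphorase 0.133 mg/mL + resazurin 37 µM, fluorescence ex540/em590 at 0 and 20 min; normalized to enzyme-free and DMSO wells.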
ALOX12 inh: ALOX12 (human) lipoxygenase inhibition; P18054; purified 12hLO, xylenol orange hydroperoxide absorbance; Potency, µM (series often up to 108 µM), for the others: at the top dose activity change, negative = inhibition, usual class: inhibitors; 580,000 compounds, 1.1% hits; AID 1671190; note: potency is the fitted concentration of half-maximal effect; % is set by controls: 0 for no effect and ±100 for the full control effect
Target sequence (P18054 whole entry, looked up): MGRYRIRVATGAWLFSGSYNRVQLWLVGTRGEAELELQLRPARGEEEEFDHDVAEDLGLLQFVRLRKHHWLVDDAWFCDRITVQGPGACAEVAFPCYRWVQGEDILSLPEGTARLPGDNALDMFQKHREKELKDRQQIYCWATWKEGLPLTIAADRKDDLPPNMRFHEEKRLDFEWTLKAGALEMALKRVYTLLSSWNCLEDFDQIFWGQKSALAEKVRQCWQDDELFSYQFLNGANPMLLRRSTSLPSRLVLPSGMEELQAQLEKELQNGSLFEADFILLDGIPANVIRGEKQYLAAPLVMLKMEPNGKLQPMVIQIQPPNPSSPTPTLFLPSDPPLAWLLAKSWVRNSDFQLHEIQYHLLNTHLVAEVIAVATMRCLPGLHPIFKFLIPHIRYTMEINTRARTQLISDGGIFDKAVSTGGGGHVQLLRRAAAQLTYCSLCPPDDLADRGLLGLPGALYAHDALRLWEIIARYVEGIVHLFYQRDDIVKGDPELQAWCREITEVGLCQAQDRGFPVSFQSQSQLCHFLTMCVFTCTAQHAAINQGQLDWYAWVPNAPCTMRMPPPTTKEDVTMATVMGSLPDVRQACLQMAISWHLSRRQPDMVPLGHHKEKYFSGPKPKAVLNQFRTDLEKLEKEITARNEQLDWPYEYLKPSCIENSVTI
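Purified human 12hLO (150 nM final) in 25 mM Hepes, 0.01% Triton X-100, pH 7.0 was preincubated 15 min at room temperature with compound. Then 40 uM arachidonic acid was added, 30 min. Hydroperoxide was read by Fe-XO absorbance ratio 573/405 nm.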
ERG Ets-DNA blk: ERG Ets/DNA interaction inhibition | P11308 | Potency, µM (highest dose often 76.9 µM), for the others: at the highest dose FP activity, negative = inhibition, usual class: inhibitors | fluorescence polarization, His-ERG Ets domain / labelled DNA | 370,000 compounds, 0.028% hits; active = well fitted inhibition curve with a large enough effect in the polarisation, with a control signal flat; inconclusive = small, poorly fitted or top-dose-only effect, or effect the other way, or a change in a side signal; inactive = no such curve, though single readings can be large or run the other way; the % refers to the polarisation;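 note: polarization taken with two DNA probes labelled with fluorescein and Texas red; potency is the fitted concentration of half-maximal effect; % of control where 0% means no effect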
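His-tagged ERG Ets domain (1 uM in the protein solution; 300mM KCl, 50mM Tris-HCl, 1mM EDTA, 1mM DTT, pH 7.5) received compound, then a probe mix of 5 nM fluorescein-DNA and 100nM Texas-615-DNA. Fluorescence polarization was read for both dyes.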
Active calls of the source: *; ? = inconclusive; · = not tested or not shown; & = joins results of further samples; [ ] = remark or other dose. Unless noted, calls come from the whole dose curve; as a rule, active = well fitted curve in the direction sought with a large enough effect; inconclusive = small, poorly fitted or top-dose-only effect, or another doubt; inactive = no such curve, though single readings can be large; an effect the other way counts as inactive or inconclusive.

SMILES	Glioma ERSR ind	Vif-A3G inh	D2 antagonist	RGS4 inh	Vif-A3F inh	D2 agonist	LDHA inh	ALOX12 inh	ERG Ets-DNA blk
CCc1nc(C)cn1S(=O)(=O)c1ccc(Cl)c(Cl)c1OC	-2%	-4%	·	5%	-22%	-0.7	-2	-8%	-8%
O=C(NC1CCCCCCC1)c1ccc(CNc2c(N3CCOCC3)c(=O)c2=O)cc1	2%	-7%	-2	11%	1%	0.0	0	?	-1%
COc1cc(NC(=O)C(F)(F)F)cc(OC)c1	-3%	1%	-15	28%	4%	-0.3	3	-15%	0%
CCN(CC)CCN(C)C(=O)c1[nH]c(C(F)(F)F)nc1-c1ccccc1	-2%	1%	·	·	·	·	-3	-16%	·
Cc1cc(N=Nc2c(O)c3ccccc3[nH]c2=O)ccc1N=Nc1ccc(C(=O)N(C)C)cc1	20%	-5%	-9	6%	-6%	-0.2	-1	1%	-8%
CC(C)COc1cccc(C(=O)NNC(=O)C2COc3ccccc3O2)c1 (configuration not stated)	3%	0%	-3	8%	-16%	0.0	0	5%	0%
COc1cc(C(=O)Nc2ncccc2C)ccc1OCC(=O)N1CCOCC1	-2%	5%	-21	27%	2%	0.6	-9	0%	-2%
COc1cc(C(=O)OCC(=O)NC(=O)c2cccn2C)ccc1OC(F)F	-4%	2%	-5	-12%	-3%	-0.4	-5	0%	-3%
Cc1[nH]c2ccc(C(=O)OC(C)C(=O)NC3CCCCC3C)cc2c1C (configuration not stated)	7%	-10%	-15	-7%	-12%	0.2	-11	285%[activator]	6%
CN1CCN(C2=C(Cl)C(=O)N(Cc3ccccc3)C2=O)CC1	-4%	1%	17	14%	3%	0.2	-15	-7%	1%
Cc1cc(C)cc(C(=O)NCC(=O)OCC(=O)NC2CCCc3ccccc32)c1 (configuration not stated)	-5%	2%	·	-10%	-6%	·	-1	?	-7%
COc1ccc(C(=O)N2CCSC2=S)cc1OC	?	-16%	-21	12%	3%	-0.8	-3	-16%	2%
CCN(CC)c1ccc(NC(=O)CN2C(=O)CC(C)(C)S(=O)(=O)c3ccccc32)c(C)c1	-1%	-4%	0	-7%	0%	1.0	15	-5%	-5%
C[N+]1(CCOC(=O)C2(c3ccccc3)CCCC2)CCCCC1	-5%	1%	2	11%	4%	0.1	-14	?	-4%
CC(NC(=O)Nc1ccc([N+](=O)[O-])cc1)C(c1cccs1)N1CCCC1 (configuration not stated)	-1%	-15%	-12	-2%	2%	-0.6	-9	-22%	2%
O=C(CNC(=O)c1ccc2ccccc2c1)NCc1ccc(F)cc1	-2%	-15%	-15	0%	-27%	-0.4	-13	-1%	7%
COCCNC(=S)NNc1cccc(C(=O)O)c1	0%	0%	-8	?	-1%	0.3	8	-10%	10%
Cc1c[n+]([O-])cc(C)c1[N+](=O)[O-]	-7%	1%	·	8%	-6%	·	-3	-1%	0%
Cc1ccc(NC(=O)CN(CCc2ccccc2)S(C)(=O)=O)cc1	-3%	4%	-21	-21%	5%	0.0	0	1%	3%
Cc1cc(C)n(CC(=O)NNC(=O)CCNC(=O)c2ccccc2Cl)n1	-5%	0%	-9	-9%	1%	0.2	-2	4%	2%
COc1ccc(O)c(C(=O)c2cnc3c(c2)c(-c2ccc(F)cc2)c(C#N)c(=O)n3C)c1	2%	0%	6	5%	10%	-0.4	-6	-5%	-8%
O=C(c1ccco1)N1CCN(C2CC(=O)N(c3ccccc3)C2=O)CC1 (configuration not stated)	-5%	0%	3	-18%	4%	0.8	-3	-5%	3%
CC(C)CN1CCNC(=O)C1CC(=O)NCCCN1CCCc2ccccc21 (configuration not stated)	-3%	-7%	-5	0%	-15%	-0.3	5	?	-5%
O=C(Nc1ccccc1N1CCCCC1)c1ccc(-c2cc(Cl)ccc2Cl)o1	-5%	-1%	·	-6%	-12%	·	-4	13%	8%
O=C(NC(=S)NCc1ccncc1)c1ccccc1	-3%	1%	-7	14%	-7%	-0.6	-7	-7%	6%
The list continues.
SMILES	Glioma ERSR ind	Vif-A3G inh	D2 antagonist	RGS4 inh	Vif-A3F inh	D2 agonist	LDHA inh	ALOX12 inh	ERG Ets-DNA blk
COc1ccc(N2CCN(c3cc(C)c4ccccc4n3)CC2)cc1	-2%	0%	-3	-5%	-3%	3.4	-5	229%[activator]	6%
COC(=O)c1sccc1S(=O)(=O)N(CC(=O)NCc1ccccc1)c1ccc(C)c(C)c1	-4%	3%	·	1%	-5%	1.8	-13	-8%	5%
CCOC(=O)N1CCN(C(=O)c2c[nH]c3ccc(S(=O)(=O)N(C)c4ccc(F)cc4)cc3c2=O)CC1	8%	-9%	-15	23%	-1%	-0.6	-10	-17%	-1%
COc1ccccc1CNC(=O)CN(c1ccc(C)cc1)S(=O)(=O)c1c(C)noc1C	-9%&-2%	0%&-1%	2	3%&20%	3%&-9%	0.4&-0.2	0&-9	4%&-6%	6%&5%
Cc1cc(C)cc(NC(=O)CSc2nnc(Cn3c(=O)sc4ccccc43)n2C)c1	0%	2%	5	9%	3%	0.0	-17	300%[activator]	-15%
COc1cc(OC)c(NS(=O)(=O)c2c(C(=O)N3CCCCCC3)c(C)n(C)c2C)cc1Cl	-2%	2%	·	6%	3%	0.4	-2	1%	-1%
O=C(CNC(=O)c1cccc(Br)c1)N/N=C/c1cc(Br)cc(Br)c1O	-4%	-5%	3	-37%	1%	1.7	-1	?	3%
COc1cc(C(=O)CCc2ccc3c(c2)OCO3)cc(OC)c1OC	1%	-1%	·	-7%	0%	·	-3	11%	19%
Cc1ccc2nc(SCC(=O)NC3CC3)[nH]c2c1	5%	5%	·	22%	-1%	·	-7	-6%	0%
O=C(/C=C/c1ccccc1[N+](=O)[O-])N1CCCCC1	3%	4%	3	-29%[11.4 µM]	3%	0.4	5	1%	6%
COc1ccc(NC(=S)N(CCc2c(C)[nH]c3ccc(C)cc23)Cc2cccnc2)cc1	-3%	3%	-19	3%	-3%	-1.1	-6	9%	-8%
Cc1ccccc1NC(=O)Cc1nc(COC(=O)CCNS(=O)(=O)c2ccccc2)cs1	-1%	0%	4	18%	-13%	-0.5	-9	-25%	4%
CCOc1ccc(-c2cc(CCCC(=O)NCCCOC)no2)cc1	-12%	-4%	3	36%	-3%	-1.4	-8	-9%	-2%
CCOC(=O)c1c(-c2cccc([N+](=O)[O-])c2)csc1NC(=O)CCCOc1ccccc1OC	-1%	1%	-13	-39%	0%	-0.1	4	181%[activator]	-4%
CCN(CCNC(=O)C1CCN(Cc2nc(-c3ccc(Cl)cc3)oc2C)CC1)c1ccccc1	-4%	-13%	10	-25%	0%	1.9	1	-5%	-10%
COc1ccc(-c2nnc(SCC(=O)c3ccc[nH]3)n2-c2ccccc2)cc1	1%	0%	0	-33%	2%	-0.1	-3	21%	6%
CC(=O)Nc1cc(-c2cccc(N)c2)cn2c(-c3ccccc3)cnc12	-3%	-9%	·	·	·	·	1	7%	·
Cc1sc(NC(=O)CN2CCCC2)nc1-c1ccc2c(c1)CCN2C(=O)c1cccc(F)c1	2%	-2%	11	-8%	?	-1.5	-2	4%	-3%
COc1ccc(CNC(=O)C2C3C=CC4(CN(Cc5cccnc5)C(=O)C24)O3)cc1 (configuration not stated)	-4%	0%	·	9%	5%	·	0	7%	-6%
Cc1cccc(NC(=O)COc2cccc3c2CCNC3=O)c1	0%	-10%	·	·	-3%	·	-8	0%	·
COc1cc(OC)cc(C(=O)Nc2ccccc2NC(C)=O)c1	-2%	0%	13	12%	-1%	-0.9	-2	-4%	7%
COC(=O)[C@]1(Cc2ccccc2)N[C@H](CN(C)C(=O)Nc2ccc(C(F)(F)F)cc2)[C@@H]2C(=O)N(Cc3ccccc3)C(=O)[C@@H]21	-1%	-13%	·	-4%	10%	·	1	2%	-2%
COc1ccc(-c2csc(C(O)c3cccnc3)n2)cn1 (configuration not stated)	5%	-1%	·	·	·	·	-7	1%	·
O=C(Nc1ccc([N+](=O)[O-])cc1Br)c1cc2ccccc2nc1Cl	0%	0%	·	-5%	3%	·	-5	0%	-3%
CC(CCCC(C)(C)O)NC(=O)c1cc(COc2ccc3ncccc3c2)on1 (configuration not stated)	-4%	1%	18	5%	5%	1.6	-5	3%	0%
(further entries)
SMILES	Glioma ERSR ind	Vif-A3G inh	D2 antagonist	RGS4 inh	Vif-A3F inh	D2 agonist	LDHA inh	ALOX12 inh	ERG Ets-DNA blk
CC1CCCCC1NC(=S)Nc1ccc(SC(F)F)cc1 (configuration not stated)	-2%	-1%	6	11%	-11%	4.9	1	32µM*	-1%
O=C(O)CSC(=S)N1CCCCC1	-2%	0%	-3	-18%	0%	0.3	-7	-8%	1%
CCc1nc(SCC(=O)NCc2ccco2)c2c(=O)n(C)c(=O)n(C)c2n1	-5%	-10%	·	7%	-12%	·	-7	9%	-9%
CS(=O)(=O)N(CC(=O)Nc1ccc(Br)cc1)C1CCCCC1	-4%	?	13	-19%	-5%	1.0	-1	0%	9%
CCC(C)n1c(=N)c(C(=O)NCc2ccco2)cc2c(=O)n3cc(C)ccc3nc21 (configuration not stated)	7%	0%	·	-15%	-17%	·	-2	?	0%
COc1ccc(C(=O)N2CCC(C)(C(=O)NS(=O)(=O)C3CC3)C2)cc1F (configuration not stated)	-1%	2%	·	·	·	·	-6	-11%	·
COc1ccc(CNC(=O)CCNS(=O)(=O)c2ccc(C)cc2)cc1	-3%	2%	-7	-13%	0%	0.8	-3	10%	-6%

This is a subset; count on the stated rates, not on these rows.
